Screens: PubChem BioAssay, National Center for Advancing Translational Sciences (NCATS)
Lipid storage S3 – qHTS Assay for Lipid Storage Modulators in Drosophila S3 Cells | lipid storage change, negative = inhibition, % at the top dose, mostly 46.1 µM; hits show Potency in µM | 320,000 tested, 0.64% active | Drosophila S3 cells, BODIPY lipid droplet fluorescence, 18-24 h; cells fed with added oleic acid | AID 2685; active = well fitted inhibition curve with a large enough effect in the signal ratio, with a control signal flat, not every such curve was filed as active; inconclusive = small, poorly fitted or top-dose-only effect, or effect the other way, or a change in a side signal; the % refers to the signal ratio
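Laser-scanning cytometry quantifies lipid droplet accumulation (500–530 nm total intensity; droplet/cell object ratio) in oleic acid-fed (400 uM added) Drosophila S3 cells treated with a concentration series. 20 uM Triacsin C defined 100% inhibition.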
Lipid storage S3 cell count max – also measured in Lipid storage S3; calls as there; cell number change, %; measured here: cell count max response;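 cells counted by Cell Tracker Red CMTPX staining in the red channel; peak over a dose series mostly up to 46.1 µM; percent activity relative to internal control wells on each plate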
Numbers without * were called inactive; i = inactive; ? = inconclusive; . = no result given; [ ] = remark or other dose. % is scaled to controls: 0 for no effect and ±100 for the full control effect; potency is read from the fitted curve at half-maximal effect. These rows are one share of the data, so the mix of outcomes need not match the whole.

Results follow in this order: Lipid storage S3 | Lipid storage S3 cell count max
> COc1ccc2nc(N3C(=O)CC(Cc4ccc(C)cc4)C3=O)sc2c1 (configuration not stated)
→ -9.3% | 5.4
> Cc1ccc(N=Cc2sc(O)c3ccccc23)cc1
→ ? | .
> O=C(CN1C(=O)c2ccccc2C1=O)N1CCN(C2c3ccccc3-c3ccccc32)CC1
→ 12.5% | 12.5
> OCC[C@@H]1C[C@H](O)[C@@H](O)[C@@]2(Cc3ccccc3CCO2)O1
→ ? | .
> O=C(CSc1nnc(-c2ccncc2)n1-c1ccccc1)N1CCN(c2ccc(Cl)cc2)CC1
→ ? | .
> CCOc1ccc(NC(=O)CSc2nc3ccccc3c(=O)n2CCNC(C)=O)cc1
→ ? | .
> COc1ccc(-c2nn(CC(=O)N(C)C)c(=O)c3ccccc23)cc1
→ ? | .
> COc1cc([N+](=O)[O-])ccc1NC(=O)Cc1ccccc1
→ ? | .
> COc1cc(-c2n[nH]c(=S)n2-c2ccc(Br)cc2)cc(OC)c1OC
→ i | .
> COc1ccc(CCNC(=O)COC(=O)CNS(=O)(=O)c2ccc(SC)c([N+](=O)[O-])c2)cc1
→ ? | .

The list goes on:
Results follow in this order: Lipid storage S3 | Lipid storage S3 cell count max
> CCOC(=O)c1ccc(OCc2nc(-c3cccs3)no2)cc1
→ ? | .
> NS(=O)(=O)c1ccc(CCNC(=O)c2cc(-c3ccc(Br)cc3)nc3ccccc23)cc1
→ ? | .
> CCOC(=O)c1c(NC(=O)COc2ccccc2C#N)sc2c1CC(C)(C)NC2(C)C
→ ? | .
> CCOC(=O)c1c(NC(=O)C2=C(C)NC(=S)NC2c2ccc(F)cc2)sc(C)c1C (configuration not stated)
→ ? | .
> COc1cc(N2C(=O)c3ccccc3C2=O)c(Cl)cc1C(=O)OCC(=O)N1CCOCC1
→ ? | .
> Cc1ccc(N2CCN(S(=O)(=O)N3CCCCC3)CC2)c(C)c1
→ -0.4% | 18.1
> COc1ccc(C2=NOC(C(=O)NCc3ccccn3)C2)cc1OC (configuration not stated)
→ ? | .
> CCOc1cc(-c2sc(Nc3cc(C)ccc3OC)n[n+]2-c2ccccc2)ccc1OC
→ ? | .
> Cc1csc(=O)n1CC(=O)OC(C)C(=O)Nc1ccc(F)c(F)c1F (configuration not stated)
→ ? | .
> COc1ccc(CC(=O)OC2CCCN(C)C2)cc1 (configuration not stated)
→ 0.0% | 2.2

(more compounds)
Results follow in this order: Lipid storage S3 | Lipid storage S3 cell count max
> CCCCn1c(-c2cccnc2)nc2cc3[nH]c(=O)c(C(C)C)nc3cc21
→ ? | .
> C=CCc1c(C)nc(C)nc1N/N=C/c1ccc(F)cc1
→ i | .
> Nc1c(Cl)c(Cl)nc(C(=O)OCC(=O)N2CCCC2=O)c1Cl
→ ? | .
> O=C(N/N=C/c1ccc(-c2ccccc2)o1)c1ccccc1O
→ -4.1% | 1.4
> Cc1cc(Cl)ccc1OCC(=O)NC(=S)Nc1ccc(Cl)cn1
→ i | -19.3
> O=C(COc1ccccc1)NC1CCCc2ccccc21 (configuration not stated)
→ ? | .
> Cc1ccc(Cn2ccc(C3CC3)n2)cc1
→ -20.4% | 10.3
> Cc1ccc2occ(C(c3nnnn3Cc3ccccc3)N3CCOCC3)c(=O)c2c1 (configuration not stated)
→ ? | .
> COc1ccccc1NC(=O)CCN1C(=O)C2CC=CCC2C1=O (configuration not stated)
→ ? | .
> COC(=O)Cc1[nH]nc2c1C(c1cc(OC)c(OC)c(OC)c1)C(C#N)=C(N)O2 (configuration not stated)
→ 16.5% | 23.0

Carrying on:
Results follow in this order: Lipid storage S3 | Lipid storage S3 cell count max
> O=C(CSc1nnc2ccc(-c3ccccn3)nn12)NCC1CCCO1 (configuration not stated)
→ ? | .
> N#Cc1c2c(c(NCc3ccco3)n3c1nc1ccccc13)CCC2
→ ? | .
> Cn1cnnc1SCC(=O)NNC(=O)COc1ccc(Br)cc1
→ 21.3% | -4.1
> Cc1ncc(C[n+]2csc(C)c2C)c(N)n1
→ -11.5% | 5.2
> Cc1ccc(C(=O)COC(=O)CCc2nc3ccccc3[nH]c2=O)cc1C
→ ? | .
> Cc1cc2nc(C(F)(F)F)[nH]c(=O)n2n1
→ ? | .
> Cc1ccccc1NS(=O)(=O)c1ccc(C(=O)NCC(C)(C)N2CCOCC2)cc1
→ ? | .
> CN(CC(=O)Nc1cccc(F)c1)C(=O)CSc1ccccc1
→ ? | .
> CN1/C(=C/C=C(/C#N)C(N)=O)C(C)(C)c2ccccc21
→ -1.5% | 13.2
> Cc1ccc2cc(C(c3nnnn3Cc3ccccc3)N3CCc4ccccc43)c(=O)[nH]c2c1 (configuration not stated)
→ ? | .

(cont.)
Results follow in this order: Lipid storage S3 | Lipid storage S3 cell count max
> CCC(CC)CN1CCN=C1Nc1ccccc1
→ ? | .
> Cc1ccc(NCC(=O)N/N=C\c2ccc([N+](=O)[O-])o2)cc1
→ ? | .
> CC1=NN(/C(=N\c2nnc(C)s2)Nc2ccccc2)[C@H](c2cccc3ccccc23)S1
→ -9.4% | 4.0
> COC(=O)c1ccc(/C=N/NC(=O)C2CC(=O)N(c3ccc(F)cc3)C2)cc1 (configuration not stated)
→ i | -11.6
> Cc1cccc(NC(=O)Cc2nc(-c3c[nH]c(C(=O)N4CCCC4)c3)cs2)c1
→ ? | .
> COC(=O)c1oc2ccc(Cl)cc2c1NC(C)=O
→ 19.8% | 4.0
> COc1ccc(-c2nnc(SCC(=O)c3cccs3)o2)c(OC)c1
→ ? | .
> CCOc1ccccc1NC(=O)Cn1nnc(C(=O)Nc2ccccc2Cl)c1N
→ ? | .
> COc1ccc(CN2CN(C3CCCC3)CSC2=S)cc1
→ 3.4% | -0.4
> COc1ccc(N2CCN(CC(=O)Nc3cc(C)cc(C)c3)CC2)cc1
→ ? | .

(further entries)
structure | Lipid storage S3 | Lipid storage S3 cell count max
O=[N+]([O-])c1cc([N+](=O)[O-])c2c(=Nc3ccccc3)n(-c3ccccc3)n(O)c2c1 | ? | .
CCSc1ccc2nnc(-c3cccs3)n2n1 | ? | .
Cc1nc2oc3ccccc3c(=O)c2cc1C(=O)O | ? | .
O=C(Nc1cccc(S(=O)(=O)N2CCCCC2)c1)c1cc2ccccc2o1 | ? | .
Cc1cc(Br)ccc1SCC(=O)NCC(c1ccco1)N1CCCCC1 (configuration not stated) | ? | .
CCOc1ccc(NC(=O)CCC(=O)N/N=C/c2ccc([N+](=O)[O-])s2)cc1 | -6.6% | 0.5
Cc1cccc(NC(=O)CSc2nc3c([nH]c4ccccc43)c(=O)n2C)c1 | -1.0%[9.22 µM] | .
COc1cc([N+](=O)[O-])ccc1NC(=O)C[n+]1cccc(C(C)=O)c1 | ? | .
CCOc1cc(NS(=O)(=O)c2ccc(OC)cc2)c(OCC)cc1NC(=O)c1ccco1 | 1.9% | 1.0
CCOc1cccc(-c2nnc3n2N=C(c2cc(OC)ccc2OC)CS3)c1 | ? | .
COc1cccc(-n2cc(-c3ccc(F)cc3)[nH]c2=S)c1 | 15.6% | 3.9
CCC1CCCCN1CCCNC(=O)Cn1ncc2c([nH]c3ccc(C)cc32)c1=O (configuration not stated) | ? | .
Cc1cccc(NC(=O)c2cc(-c3cc(C)ccc3O)n[nH]2)c1 | ? | .
C=CCc1cccc([C@@H]2[C@@H](C)CC[C@H]3C(=O)N4[C@@H](c5cc(OC)c(OC)c(OC)c5)c5[nH]c6ccccc6c5C[C@H]4C(=O)N23)c1 | -2.2% | -3.4
CCOC(=O)C1CCCN(c2c(NCCN3CCCCC3C)c(=O)c2=O)C1 (configuration not stated) | ? | .
O=C(O)C1CCC(NSc2ccccc2[N+](=O)[O-])CC1 (configuration not stated) | -10.7% | 3.4
COC(=O)C1=C(C)N(Cc2ccco2)C(=O)N[C@@H]1c1cccc(C(F)(F)F)c1 | 4.4% | 6.9
O=C(c1nc(-c2ccccc2)n(-c2ccccc2)n1)N1CCN(S(=O)(=O)c2ccccc2)CC1 | i | 17.4
COc1ccc(Nc2nc(N)nc(CSc3nc(C)cc(C)n3)n2)cc1 | 4.1% | 15.0
CCOC(=O)C(C)n1cnc2c(nnn2Cc2ccc(C)cc2)c1=O (configuration not stated) | -20.4% | .
O=C(CCC(=O)Nc1ccccc1)NNC(=O)c1ccccc1Cl | ? | .
COCCOC(=O)c1c(C)nc(SCC(=O)Nc2ccc(C)cc2)c(C#N)c1-c1ccco1 | ? | .
Cc1onc(-c2ccccc2Cl)c1C(=O)NCc1nc(-c2ccc(C(F)(F)F)cc2)no1 | ? | .
CCOc1ccc(-n2c(C)nc3cc(C(=O)NCc4ccc5c(c4)OCO5)ccc32)cc1 | 29.2% | 3.6
COc1cccc([C@@H]2CC=C(C(=O)O)[C@H](c3ccccc3F)N2S(=O)(=O)c2ccc(C)cc2)c1 | i | -12.8
CCc1nc(NCc2ccccc2)c(C#N)c2c1CCCC2 | 5.2% | 4.7
COc1ccc(CNC(=O)CC23CC4CC(CC(C4)C2)C3)cc1OC | ? | .
Cc1cccc2c1CC(C)(C)N/C2=C\C(N)=O | ? | .
Cc1ccc(-n2c(=O)c(C#N)cc3c(=O)n4ccccc4nc32)cc1C | 8.5% | -9.3
Cc1ccc(-c2ncccc2OC(=O)C23CC4CC(CC(C4)C2)C3)cc1 | ? | .

(listing goes on)
structure | Lipid storage S3 | Lipid storage S3 cell count max
CSc1ccccc1NC(=O)CN(C)C(=O)c1ccc2c(c1)OCCO2 | ? | .
Cc1nn(C)c(C)c1S(=O)(=O)NC1CCCC1 | i | -12.0
O=C(OCC(=O)N1CCCc2ccccc21)c1cc(S(=O)(=O)N2CCOCC2)ccc1F | ? | .
CCOc1ccc(C(C)=O)cc1COC(=O)c1cccnc1SC | ? | .
Cc1ccc(N2C(=O)c3ccccc3C2C(=O)c2ccc(C)c(C)c2O)cc1 (configuration not stated) | -14.4% | 6.9
CN(C)c1nc(NN)nc(Nc2ccc(F)cc2)n1 | ? | .
CCOc1ccc(Cc2nnc(SCC(=O)Nc3ccc(OC)cc3)n(N)c2=O)cc1 | ? | .
COc1ccc(CC(=O)NNC(=O)CCC(=O)Nc2cc(C)ccc2C)cc1 | 3.9% | 10.2
CCCSc1nc(N2CCOCC2)c2c(c1C#N)CC(C)(C)SC2 | ? | .
CCn1cc(C(=O)NCc2ccc(C)cc2)c(=O)c2cc(S(=O)(=O)N(C)C)ccc21 | ? | .
COc1ccccc1CNC(=O)N1CCN(S(=O)(=O)c2ccc(Cl)cc2)CC1 | 0.13µM* | 1.4*
COc1ccc(-c2cc3nc(C)c(CCC(=O)NCc4ccc(F)cc4)c(C)n3n2)c(OC)c1 | 7.7% | -3.1
Cc1ccc(-c2nc(NCCN3CCOCC3)c3ccccc3n2)cc1 | ? | .
C=CCn1c(SCN2C(=O)c3ccccc3C2=O)nc2ccc(Cl)cc2c1=O | 5.6% | 17.0
N#Cc1c(-c2ccc(F)cc2)cc(-c2cccnc2)nc1N | ? | .
O=[N+]([O-])C(C1CCS(=O)(=O)C1)C1CCS(=O)(=O)C1 (configuration not stated) | ? | .
CC1CCCC(NC(=O)CSC2=Nc3ccccc3C3CC=NN23)C1C (configuration not stated) | ? | .
CC1CCN(c2oc(-c3ccco3)nc2S(=O)(=O)c2ccccc2)CC1 | i | .
CCOC(=O)N1CCN(C(=O)CSc2nc3c([nH]c4ccccc43)c(=O)n2C)CC1 | 6.2% | -7.1
COc1ccccc1N1CCN(Cc2cnc3ccc(Cl)cn23)CC1 | i | -27.8
Cc1cccn2c(=O)c(C=O)c(Nc3ccc(S(N)(=O)=O)cc3)nc12 | i | 15.6
COc1cc(C(=O)N/N=C/c2sccc2C)cc(OC)c1OC | ? | .
CCN(CC)CCCNC(=O)c1cn(-c2cccc(OC)c2)c(=O)c2ccccc12 | ? | .
Cc1ccc(CSc2nnc(SCC(=O)N/N=C/c3ccc(C(=O)O)cc3)s2)cc1 | 2.1% | .
Cc1nn(C)c(C(=O)N2CCOCC2)c1Cl | -12.7% | -14.1
CCOc1ccccc1NC(=O)c1nc(-c2ccccc2)oc1C | -3.4% | 5.4
CCOC(=O)N1CCN(C(=O)CCSc2ccccc2)CC1 | 9.0% | 13.4
O=C(NC(=S)Nc1ccc(CN2CCOCC2)cc1)c1ccco1 | -4.7% | 14.0
CC(C(=O)N1CCc2ccccc21)n1cccc1 (configuration not stated) | ? | .
CC(C)C(=O)Nc1c(O)c2ccccc2[nH]c1=O | 22.9% | -0.1

(list continues)
structure | Lipid storage S3 | Lipid storage S3 cell count max
CCN1CCN(C2=NC(=O)/C(=C/c3ccc(C)o3)S2)CC1 | 7.1% | 8.0
Cc1ccc(S(=O)(=O)N(C)CC(=O)Nc2cccc3c2CCCC3)cc1 | ? | .
CCN(CC)C(=O)c1ccc2c3c(cccc13)C(=O)N(CCc1ccc(OC)c(OC)c1)C2=O | ? | .
COc1ccc(-c2noc(N3CCC(C(=O)Nc4cc(OC)c(OC)c(OC)c4)CC3)n2)cc1 | ? | .
COc1ccc(CC(=O)NNC(=O)c2cc(C)oc2C)cc1OC | ? | .
CNCCCOc1ccc(C)cc1Br | 20.6µM* | -34.9*
Cc1cccc(CS(=O)(=O)Cc2ccc(C(=O)NC3CCCCC3)o2)c1 | ? | .
CS(=O)(=O)c1ccc(Cl)c(NC(=O)CSc2n[nH]c(-c3cccs3)n2)c1 | 12.7% | 5.0
CCCOc1ccccc1OCC(=O)Nc1cc(Cl)ccc1-n1cncn1 | 29.3% | -12.0
